Screening data: PubChem BioAssay, National Center for Advancing Translational Sciences (NCATS)
CCT chaperon mod – modulators of cytosolic chaperonin (CCT/TRiC) activity; purified chaperonin ATPase assay, HTRF ADP detection, 30 min; hit rate 0.3% among 360,000; activity change, % (test concentration not listed), hits read low; in the data active = activity change below about -30%; note: % is set by controls: 0 for no effect and ±100 for the full control effect
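Nucleotide hydrolysis assay: TRiC at 20–40 nM final (set by batch activity) with 10 uM ATP, 30 min at 37 °C, in presence of 76 uM compound. Detection by competitive ADP HTRF, 30 min ambient.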
PTHR1 agonist – activates the human parathyroid hormone receptor PTHR1 | Potency, µM (titrated, usually from 115 µM), without a hit: at the highest dose activation, actives largely listed as activators | hit rate 0.075% among 410,000 | HEK293 GP2 PTHR1 cells, GloSensor cAMP luminescence, 1 h | AID 743266; note: potency is the fitted concentration of half-maximal effect; nearly all actives have a fitted effect of over 55% in size; some results filed as inactive show a strong effect at the top dose; inactives centre near -15; many of its hits are not listed in these tables
Target sequence (Q03431 whole entry, looked up): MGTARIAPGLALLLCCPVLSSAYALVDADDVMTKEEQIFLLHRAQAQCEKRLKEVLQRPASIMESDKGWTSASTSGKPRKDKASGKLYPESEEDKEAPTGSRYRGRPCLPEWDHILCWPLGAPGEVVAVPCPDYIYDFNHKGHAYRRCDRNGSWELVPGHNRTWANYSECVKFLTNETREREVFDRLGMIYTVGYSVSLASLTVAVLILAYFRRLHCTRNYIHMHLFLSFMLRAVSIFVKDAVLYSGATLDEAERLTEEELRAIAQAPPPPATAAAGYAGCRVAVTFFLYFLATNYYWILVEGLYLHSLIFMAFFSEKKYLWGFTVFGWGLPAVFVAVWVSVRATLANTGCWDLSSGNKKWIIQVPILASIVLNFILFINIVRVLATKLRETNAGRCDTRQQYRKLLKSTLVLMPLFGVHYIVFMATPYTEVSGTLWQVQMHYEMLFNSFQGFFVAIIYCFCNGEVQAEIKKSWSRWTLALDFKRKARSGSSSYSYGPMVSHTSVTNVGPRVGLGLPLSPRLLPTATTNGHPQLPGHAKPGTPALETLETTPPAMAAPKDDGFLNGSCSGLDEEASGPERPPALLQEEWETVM
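HEK-293-derived GP2 cells expressing PTHR1 and a GloSensor cAMP reporter, 3,000/well, plated overnight, given luciferin plus IBMX (each 0.5 mM as added) for 1 h at 37 °C, then compound for 1 h at 37 °C. Luminescence was read after 15 min at room temperature.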
EPAC2 antag – antagonists of human EPAC2; Q8WZA2; EPAC2 GEF exchange of Rap1B-BODIPY-GDP, fluorescence; Potency, µM (series often up to 114 µM), inactives show at the highest dose activity, negative = inhibition, most hits filed as inhibitors; hit rate 0.18% among 360,000; note: potency is the fitted concentration of half-maximal effect; % is set by controls: 0 for no effect and ±100 for the full control effect; nearly all actives have a fitted effect of over 45% in size; many of its hits are not listed in these tables
EPAC2 ag – agonists of human EPAC2 (RAPGEF4). AID 720711. Potency, µM (titrated, usually from 154 µM), for inactives: at the highest dose activation, most hits filed as activators. EPAC2 activation, biochemical qHTS; response scale: 100% = 6.5 mM cAMP response. Q8WZA2. hit rate 0.079% among 360,000; note: potency is the fitted concentration of half-maximal effect; nearly all actives have a fitted effect of over 50% in size
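Fluorescence exchange assay: 100 nM EPAC2 with 250 nM RAP1B-BODIPY-GDP and 50 uM GDP; compounds tested as a concentration-titration series (qHTS). Loss of Rap1-bound BODIPY-GDP fluorescence read at 480/540 nm; data normalized to 6.5 mM cAMP.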
D3 antag – blocks the human D3 dopamine receptor; P35462; D3R cells, DiscoveRx beta-arrestin luminescence, antagonist mode; hits give low values; max response, negative = inhibition, %; hit rate 2.5% among 360,000; AID 652054; in the data active = max response below about -50%; inconclusive = no clear call, values can overlap the other calls; note: % is set by controls: 0 for no effect and ±100 for the full control effect; mostly tested at two doses, the higher about 12 µM
Target sequence (P35462 whole entry, looked up): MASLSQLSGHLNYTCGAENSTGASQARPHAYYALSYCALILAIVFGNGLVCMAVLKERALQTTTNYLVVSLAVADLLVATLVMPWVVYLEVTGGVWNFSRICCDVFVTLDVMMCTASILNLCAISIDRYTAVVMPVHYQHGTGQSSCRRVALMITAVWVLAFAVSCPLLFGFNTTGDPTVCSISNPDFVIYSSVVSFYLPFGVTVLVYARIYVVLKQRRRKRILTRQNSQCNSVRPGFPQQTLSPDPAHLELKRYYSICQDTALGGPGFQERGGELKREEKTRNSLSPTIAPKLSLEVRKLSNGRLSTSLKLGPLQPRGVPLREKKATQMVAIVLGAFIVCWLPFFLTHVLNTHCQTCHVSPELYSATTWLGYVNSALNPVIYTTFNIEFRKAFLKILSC
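Cells plated overnight at 1500 cells/well, then exposed to library compounds with dopamine controls for 90 minutes at 37 degrees C. DiscoveRx reagent added for 30–60 minutes at room temperature; luminescence read, quantitative HTS format.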
Mm-Cpn inhibitor – blocks the Methanococcus maripaludis chaperonin Mm-Cpn; Potency, µM (top dose mostly 76.9 µM), for inactives: at the top dose activity, negative = inhibition, most hits filed as inhibitors; purified Mm-Cpn ATPase, ADP Transcreener TR-FRET; hit rate 0.031% among 330,000; AID 504842; note: potency is the fitted concentration of half-maximal effect; % is set by controls: 0 for no effect and ±100 for the full control effect; nearly all actives have a fitted effect of over 80% in size
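Inhibition of chaperonin ATP hydrolysis is measured as reduced ADP production, detected by competitive TR-FRET in which signal falls with ADP. Final enzyme 25 nM and ATP 10 uM, reacted 30 min at 37°C.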
pAkt inh – inhibitors of Akt phosphorylation. Neuro2A IGF-stimulated pAkt S473 HTRF, 20 min; hits give low values. activity change, % for hits at 50 µM. hit rate 0.32% among 360,000. AID 651550; in the data active = activity change below about -80%; inconclusive = mostly about -51% to -80%; note: % is set by controls: 0 for no effect and ±100 for the full control effect
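Neuro2A cells in DMEM with 0.5% FBS, overnight at 37 deg C, given compound at single 50 µM final, then IGF (6 nM final) for 20 min at 37 deg C. Lysed; phospho-Akt Ser473 by HTRF after 24 h, 665/615 ratio.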
DRD3 agonist – activates the human D3 dopamine receptor | AID 652048 | hit rate 0.58% among 410,000 | D3R DiscoveRx beta-arrestin cells, luminescence, 90 min | max activation, % | P35462; in the data active = max activation above about 30%; note: 0% is about no effect; mostly tested at two doses, the higher about 12 µM
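Agonist-mode cell screen: cells plated at 1500/well and incubated overnight at 37 °C, then exposed to library compounds for 90 min at 37 °C. Detection reagent was added for 30–60 min at room temperature, and luminescence was read.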
Numbers without * were called inactive; i = inactive; ? = inconclusive; . = no result given; [ ] = remark or other dose. Unless noted, calls come from the whole dose curve; as a rule, active = well fitted curve in the direction sought with a large enough effect; inconclusive = small, poorly fitted or top-dose-only effect, or another doubt; inactive = no such curve, though single readings can be large; an effect the other way counts as inactive or inconclusive.

SMILES	CCT chaperon mod	PTHR1 agonist	EPAC2 antag	EPAC2 ag	D3 antag	Mm-Cpn inhibitor	pAkt inh	DRD3 agonist
COc1ccc2c(c1)c1nc3ccccc3nc1n2Cc1ccc(OC(C)C)c(OC)c1	-3.7	-12%	6%	21%	20	0%	i	-2
Cc1cc(C)nc(N2CCCC(C(=O)Nc3cccc(Cl)c3)C2)n1 (stereo not given)	1.3	-18%	1%	0%	14	-5%	i	3
Cc1cc(C)c2nc(N3CCCN(C(=O)c4cnccn4)CC3)c(C#N)cc2c1	-0.1	-6%	5%	-6%	-8	-1%	i	-2
Cc1cc(OCc2nc(N)nc(N)c2-c2ccc(Cl)c(Cl)c2)ccc1[N+](=O)[O-]	-0.1	-17%	-17%	8%	33	.	i	4
CC(NCc1cccn1C)c1ccccc1 (stereo not given)	0.7	i	7%	6%	8	1%	i	10
O=C(N1CCN(c2cccc(Cl)c2)CC1)C1(c2cccs2)CCOCC1	-2.2	-32%[inhibitor]	-11%	18%	2	-1%	i	-2
COC(=O)c1cccc(NC(=O)c2ccco2)c1	-0.9	i	-4%	-1%	16	0%	i	0
CCOC(=O)N1CCN(Cc2nc(N)nc(Nc3ccccc3C)n2)CC1	-0.9	i	2%	5%	4	1%	i	22
COc1ccc(NS(=O)(=O)c2ccc(C(=O)N3CCN(Cc4ccccc4)CC3)cc2)cc1	-0.5	-36%[inhibitor]	-8%	1%	3	-4%	i	1
COCCCN1C(=O)CS/C1=N\S(=O)(=O)c1ccccc1	-1.4	i	-7%	1%	16	1%	i	5

Random excerpt: 3 compounds from above, in no set order.
SMILES	CCT chaperon mod	PTHR1 agonist	EPAC2 antag	EPAC2 ag	D3 antag	Mm-Cpn inhibitor	pAkt inh	DRD3 agonist
COCCCN1C(=O)CS/C1=N\S(=O)(=O)c1ccccc1	-1.4	i	-7%	1%	16	1%	i	5
COC(=O)c1cccc(NC(=O)c2ccco2)c1	-0.9	i	-4%	-1%	16	0%	i	0
CCOC(=O)N1CCN(Cc2nc(N)nc(Nc3ccccc3C)n2)CC1	-0.9	i	2%	5%	4	1%	i	22

Next entries
SMILES	CCT chaperon mod	PTHR1 agonist	EPAC2 antag	EPAC2 ag	D3 antag	Mm-Cpn inhibitor	pAkt inh	DRD3 agonist
Cc1nc(SCC(=O)NC(=O)NCCC(C)C)c2c(-c3cccs3)csc2n1	-1.4	-28%	9%	-2%	7	-4%	i	3
Cc1cccc(N2CCN(C(=O)c3cc4cc(F)ccc4[nH]3)CC2)c1C	-6.3	-18%	-5%	5%	?	-2%	i	-1
CC(C)Oc1ccc(CSc2ncn[nH]2)cc1	3.0	-27%	2%	-12%	10	1%	i	-5
COc1ccc(-c2cc(=O)oc3cc(OCC(=O)N(C)C4CCS(=O)(=O)C4)ccc23)cc1 (stereo not given)	0.2	i	-19%	12%	-52*	-5%	i	6
CCCCNC(=S)NNC(=O)c1cc(-c2cccnc2)nc2ccccc12	1.5	i	14%	-9%	-14	-5%	i	3
CCOc1ccccc1-n1c(=S)sc2c(=O)n(-c3ccccc3)c(=S)[nH]c21	0.3	i	3%	2%	22	-2%	i	23
C[C@H]1CN([C@@H](C)CO)S(=O)(=O)c2ccc(C#Cc3ccccn3)cc2O[C@@H]1CN(C)C(=O)C1CC1	0.2	-25%	5%	-1%	15	.	i	2
O=S(=O)(c1cnccc1N1CCN(/N=C/c2ccccc2)CC1)N1CCCCC1	-0.9	-8%	-2%	-7%	-7	0%	i	-2
CCCCCCSc1cc(-c2nc3ccc(Cl)cn3c2NC2CCCCC2)ccc1OC	-2.7	-33%[inhibitor]	-7%	-1%	62	-2%	i	6
O=C(O)CCSc1ccccn1	2.7	-7%	3%	4%	21	0%	i	4
S=c1[nH]nc(-c2ccco2)n1-c1ccc(Br)cc1	-3.3	-16%	-4%	4%	?	.	i	-26
CCOc1cccc(N(C(=O)Cc2cccs2)C(C(=O)NC2CCCCC2)c2cccn2C)c1 (stereo not given)	-1.4	i	5%	-8%	-14	2%	i	-8
O=C(CN1C(=O)CCC1=O)Nc1nc(-c2ccccn2)cs1	-5.5	-5%	36%[activator]	15%	0	-2%	i	-8
CSc1n[nH]c2nc3c(c(=O)n12)C1(CCCCC1)Cc1ccccc1-3	-2.4	-26%	8%	-10%	-2	2%	i	0
O=C1C(Cc2ccccc2)Nc2ncnc(N3CCCCC3)c2N1Cc1ccc(Cl)cc1 (stereo not given)	-0.7	-70%[inhibitor]	-25%	-3%	-65*	-1%	i	-45
O=S(=O)(c1ccc2ccccc2c1)N(CC(O)CN1CCOCC1)c1ccccc1 (stereo not given)	-4.5	-12%[57.5 µM]	-5%	4%	-14	0%	i	-23
C=CCn1c(NC(=O)c2ccco2)nc2ccccc21	-1.5	i	2%	12%	19	0%	i	6
O=C(Nc1ccnn1C1CCN(Cc2ccccc2OC(F)F)CC1)c1cccc(F)c1	-0.4	i	3%	2%	-1	1%	i	-1
O=C(NCc1ccco1)C1Cc2c(-c3cccc(F)c3)ccnc2O1 (stereo not given)	0.9	-17%	4%	0%	-30	.	i	-21
CCOCCCNC(=S)N1CCCN(c2nc3c(C)c(C)ccc3cc2C#N)CC1	12	-21%	1%	7%	20	-5%	i	15
CC(C)N1CCCC(C)(C(=O)Nc2nccc3ccccc23)C1 (stereo not given)	-0.3	-20%	4%	5%	2	.	i	-2
CCn1c(SCC(=O)N(C)CCC#N)nc2cc(S(=O)(=O)N3CCOCC3)ccc21	-2.3	i	9%	-4%	11	-3%	i	6
COc1cc(OC)c2c(-c3ccccc3)cc(=O)oc2c1	-3.4	-60%[inhibitor]	?	11%	-5	0%	i	-15
CCCn1c(N)c(C(=O)CSc2nc(C)cs2)c(=O)n(C)c1=O	-0.9	-22%[57.5 µM]	-7%	-1%	6	3%	i	6
Cc1cc(C(=O)N(C)C)sc1-c1ccccc1	2.9	-17%	-3%	-6%	5	-2%	i	-2
Cc1ccc(S(=O)(=O)NCCCCCC(=O)Nc2ccccn2)cc1	-5.2	i	-1%	6%	-20	2%	i	-18
COC1OC(CO)C(N(C)C(C)=O)C1O (stereo not given)	0.2	4%	1%	8%	-5	.	i	-4
CN1CCN(C2CCCCC2NS(=O)(=O)c2ccc(Cl)cc2)CC1 (stereo not given)	-1.2	26%	0%	5%	-19	2%	i	-11
O=C(NNS(=O)(=O)c1ccccc1C(F)(F)F)c1cc2ncc(C(F)(F)F)cc2s1	0.5	-7%	-14%	3%	-3	-5%	i	-5
Cn1c(SCc2ccccc2[N+](=O)[O-])nnc1-c1cccnc1	-2.4	-14%	0%	8%	-23	3%	i	-13
COc1ccc(NC(=O)c2ccc(C(=O)c3cc(OC)ccc3OC)cc2)cc1	0.3	i	7%	2%	-9	1%	i	-6
COc1ccc(C(=O)OC(C)C(=O)NC2CCCc3ccccc32)cc1OC (stereo not given)	-0.9	-1%	6%	-11%	5	-2%	i	-1
O=C(c1ccc(Cl)c(Cl)c1)N1CCC(=O)N(C(COCc2cccc(Cl)c2)Cc2ccccc2)CC1 (stereo not given)	0.0	-12%	-4%	3%	84	-1%	i	2
CC(C)(C)c1ccc(C(=O)N/C(=C\c2cccs2)C(=O)NCc2ccco2)cc1	-2.1	-14%	-6%	10%	4	-2%	i	-2
C[C@@H]1COC(=O)[C@H](Cc2ccc(F)cc2)CC/C=C\C[C@@H](CC(=O)NCCO)C(=O)N1	-0.9	-9%	15%	-5%	2	-13%	i	14
Cc1ccccc1NS(=O)(=O)c1cc(S(C)(=O)=O)ccc1C	0.6	i	0%	8%	1	-3%	i	3
CCC(C)CCN1C(N(C)C)=NC[C@@H]1Cc1ccccc1 (stereo not given in full)	-3.8	-6%	7%	7%	-15	2%	i	-30
CCOC(=O)C1CCN(C(=O)c2cccc(N3C(=O)NC4CC3(C)Oc3ccc(C)cc34)c2)CC1 (stereo not given)	-1.0	i	1%	-1%	12	1%	i	1
Cc1ccc(NC(=S)N2CCN(S(C)(=O)=O)CC2)cc1Cl	-3.3	i	7%	8%	-15	0%	i	-1
COc1ccc(C(=O)COC(=O)c2cc(S(=O)(=O)NCc3ccccc3)ccc2O)cc1	2.0	i	6%	7%	-16	-8%	i	-8
COc1ccc(Nc2ncnc3ccc(Br)cc23)cc1OC	-18	i	-17%	8%	-7	1%	i	-1
NNc1nc2cccnc2n(CCNc2ncc(C(F)(F)F)cc2Cl)c1=O	-7.3	-22%	-7%	-4%	-28	-2%	i	-25
Cc1occc(=O)c1OC(=O)Nc1ccc(Cl)c(Cl)c1	-5.7	-11%	-21%	-10%	-4	-2%	i	4
CC1=C/C(=C/N(C)c2ccccc2)C(=O)S1	-0.1	i	13%	2%	?	1%	i	2
CCOC(=O)C1CCN(C(=O)Cn2nc(C)n3nc(-c4ccc(OC)cc4)cc3c2=O)CC1	0.6	-27%	3%	-4%	21	0%	i	-3
COc1ccc(C2=CC(=O)OC3(CCCCC3)O2)cc1	-2.9	-24%[57.5 µM]	?	7%	29	0%	i	3
c1ccc(COc2ccc(OCCCN3CCCCC3)cc2)cc1	-0.4	i	-2%	8%	-80*	0%	i	2
Brc1ccc2nc(CSc3ncn[nH]3)cn2c1	-1.9	i	-5%	4%	-4	-1%	i	-2
Cc1ccc2c(CN3CCCCC3)cc(=O)oc2c1	-2.2	i	-7%	4%	-17	1%	i	-16
CCSc1nnc(NS(=O)(=O)c2ccc(C)cc2)s1	-1.6	-14%	12%	-3%	15	1%	i	-1
Additional structures.
SMILES	CCT chaperon mod	PTHR1 agonist	EPAC2 antag	EPAC2 ag	D3 antag	Mm-Cpn inhibitor	pAkt inh	DRD3 agonist
N#Cc1cccc(NC(=O)c2ccccc2C(=O)O)c1	-2.0	-11%[57.5 µM]	-2%	11%	?	-1%	i	0
Cc1cc(C)cc(NC(=O)CSc2nc(N)c(NC(=O)c3ccc(Br)o3)c(=O)[nH]2)c1	1.9	-16%	7%	5%	0	-1%	i	-5
Cc1c(CCO)c(=O)[nH]n1C(=O)c1ccc(F)cc1	-3.0	i	7%	4%	8	-1%	i	-8
COc1ccccc1-n1ccnc1SCC(=O)NC1CCCC1	0.2	i	5%	2%	4	-1%	i	3
CCN(CC)CC(=O)Nc1sc(C)c(C)c1C(=O)c1ccc(C)cc1	2.6	i	7%	22%	4	-1%	i	-8

This is a subset. The share of hits here may be higher or lower than overall.
